Lamin A splicing: changes lamin A minigene splicing in HeLa cells; HeLa LMNA splicing GFP/RFP minigene ratio, 48 h; Potency, µM (titrated, usually from 46.1 µM), without a hit: at the highest dose ratio change, negative = inhibition, hits mostly inhibitors; 0.01% of 200,000 active; active = well fitted inhibition curve with a large enough effect in the signal ratio, with a control signal flat, not every such curve was filed as active; inconclusive = small, poorly fitted or top-dose-only effect, or effect the other way, or a change in a side signal; the % refers to the signal ratio; also: % is scaled to controls: 0 for no effect and ±100 for the full control effect
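S3 HeLa stable clones carrying a lamin A-EGFP splicing minigene plus DsRed2 were seeded at 600 cells/well in Opti-MEM with 2% FBS, pin-dosed and incubated 48 h at 37°C. Acumen cytometry (488 nm) gave the GFP/RFP total-intensity ratio.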
L3MBTL1 block: blocks human L3MBTL1. AlphaScreen L3MBTL1–H3K9me1 peptide binding. Potency, µM (doses to about 57.1 µM), for inactives: top-dose activity, negative = inhibition, most hits filed as inhibitors. 0.66% of 230,000 active. AID 485360; also: % is scaled to controls: 0 for no effect and ±100 for the full control effect; nearly all actives have a fitted effect of over 60% in size
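Displacement of a biotinylated histone H3(1-15) peptide monomethylated at Lys9 (75 nM) from L3MBTL1 (50 nM) was measured by AlphaScreen after a 30 min room-temperature compound incubation; cefsulodin titration served as intraplate control.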
RECQ1 helicase: blocks DNA unwinding by human RECQ1 | P46063 | RECQ1 DNA unwinding, red fluorescence kinetic read | Potency, µM (top dose mostly 57.3 µM), for the others: at the highest dose activity, negative = inhibition, most hits filed as inhibitors | 0.54% of 240,000 active | AID 2549;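 also: plate controls were vehicle for no effect and no enzyme for full effect; nearly all actives have a fitted effect of over 30% in size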
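50 nM RECQ1T1 preincubated 15 min with compound in Tris pH 8.0 buffer with MgCl2, DTT, Tween-20 and 2.5 ug/ml poly(dI-dC); started with 200 nM TAMRA/BHQ-2 forked duplex and 2 mM ATP. Unwinding read as fluorescence (525/598 nm), two reads 2 h apart.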
Tau fibril ThT: tau fibrillization inhibition (ThT binding); 2.1% of 270,000 active; recombinant tau K18 P301L (four-repeat tau fragment), heparin-induced fibrillization, ThT fluorescence; P10636; Potency, µM (doses to about 57.4 µM), inactives show at the highest dose activity, negative = inhibition, most hits filed as inhibitors; AID 1460; also: % is scaled to controls: 0 for no effect and ±100 for the full control effect; nearly all actives have a fitted effect of over 55% in size
Target sequence (P10636 561-689 P618L limits assumed): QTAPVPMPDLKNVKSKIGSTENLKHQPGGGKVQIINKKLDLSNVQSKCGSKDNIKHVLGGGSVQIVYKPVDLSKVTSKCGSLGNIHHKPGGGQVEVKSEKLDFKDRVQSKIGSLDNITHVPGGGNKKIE
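Heparin-induced (20 uM) aggregation of recombinant human K18 P301L tau, 15 uM unlabeled with 0.24 uM labeled, pH 7 acetate buffer, 6 hr at 37 C with compound. Fibrils quantified by 30 uM ThT fluorescence after 1 hr ambient incubation.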
ALDH1A1 inh: inhibitors of human aldehyde dehydrogenase 1A1. 7.3% of 220,000 active. P00352. Purified ALDH1A1, NADH fluorescence, propionaldehyde substrate. Potency, µM (doses to about 75.3 µM), for the others: at the highest dose activity, negative = inhibition, actives largely listed as inhibitors; active = well fitted inhibition curve with a large enough effect, not every such curve was filed as active; inconclusive = small, poorly fitted or top-dose-only effect, or another doubt; inactive = no such curve, though single readings can be large or run the other way;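 also: plate controls were no enzyme wells and a reference inhibitor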
Target sequence (P00352 whole entry, looked up): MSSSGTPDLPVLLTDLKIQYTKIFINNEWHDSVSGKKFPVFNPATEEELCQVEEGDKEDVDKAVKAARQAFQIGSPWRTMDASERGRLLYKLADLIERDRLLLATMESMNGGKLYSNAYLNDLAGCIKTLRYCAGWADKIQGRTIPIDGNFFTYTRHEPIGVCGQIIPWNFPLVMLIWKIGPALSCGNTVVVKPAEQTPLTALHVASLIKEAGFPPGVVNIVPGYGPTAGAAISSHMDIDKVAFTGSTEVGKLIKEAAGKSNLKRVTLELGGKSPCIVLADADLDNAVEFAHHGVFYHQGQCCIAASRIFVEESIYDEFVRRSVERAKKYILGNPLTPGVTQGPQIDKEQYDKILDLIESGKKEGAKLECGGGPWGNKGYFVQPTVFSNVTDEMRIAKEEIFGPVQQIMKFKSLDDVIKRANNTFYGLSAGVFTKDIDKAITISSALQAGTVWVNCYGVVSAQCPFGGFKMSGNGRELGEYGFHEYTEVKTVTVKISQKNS
Luc counter: counter-screen: inhibitors of Kinase-Glo firefly luciferase. Q27757. Kinase-Glo luciferase, ATP luminescence, 8 min. Potency, µM (doses to about 38.3 µM), for the others: top-dose activity change, negative = inhibition, usual class: inhibitors. 0.28% of 200,000 active; also: % is scaled to controls: 0 for no effect and ±100 for the full control effect; nearly all actives have a fitted effect of over 60% in size
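Recombinant Kinase-Glo luciferase, 10 uM ATP (linear range), luciferin; imidazole pH 7.2 / KCl / MgCl2 / Tween / BSA buffer; 8 min RT; luminescence.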
SMN2 splice up: enhancers of SMN2 splice variant expression; 2.8% of 210,000 active; HEK293 SMN2-luciferase splicing reporter, luminescence, 30-36 h; Potency, µM (series often up to 46.1 µM), inactives show at the highest dose activity change, positive = activation, hits mostly activators; AID 1458; also: % of control where 0% means no effect; nearly all actives have a fitted effect of over 55% in size
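qHTS luciferase splicing reporter: luminescence rises when SMN2 exon 7 is included in transfected HEK293 cells. Compound exposure lasted 30-36 h at 37C, with 4.5 mM final sodium butyrate as control, followed by a ONE-Glo read.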
JMJD2E inh: inhibitors of human JMJD2E histone demethylase; B2RXH2; JMJD2E catalytic domain, FDH-coupled NADH fluorescence (FDH is formaldehyde dehydrogenase); Potency, µM (top dose mostly 57.1 µM), for the others: top-dose activity change, negative = inhibition, hits mostly inhibitors; 1.6% of 230,000 active; active = well fitted inhibition curve with a large enough effect, not every such curve was filed as active; inconclusive = small, poorly fitted or top-dose-only effect, or another doubt; inactive = no such curve, though single readings can be large or run the other way;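 also: 0% = wells with enzyme and -100% = buffer wells without enzyme; nearly all actives have a fitted effect of over 50% in size; many of its hits are not listed in these tables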
Target sequence (B2RXH2 1-337 limits assumed): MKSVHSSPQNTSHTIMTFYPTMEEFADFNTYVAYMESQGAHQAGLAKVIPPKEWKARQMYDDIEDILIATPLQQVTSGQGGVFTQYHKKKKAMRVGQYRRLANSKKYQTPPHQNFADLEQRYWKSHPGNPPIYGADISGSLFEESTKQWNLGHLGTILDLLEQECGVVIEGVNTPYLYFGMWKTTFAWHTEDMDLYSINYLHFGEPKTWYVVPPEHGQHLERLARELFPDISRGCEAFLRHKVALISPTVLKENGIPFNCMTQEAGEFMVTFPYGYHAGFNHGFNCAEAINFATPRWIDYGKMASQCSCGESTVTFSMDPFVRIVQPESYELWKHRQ
The depositor's hits bear a star; i = inactive; ? = inconclusive; nt = not tested or not shown; & = joins results of further samples; [ ] = remark or other dose. Unless noted, calls follow the shape of the dose curve; as a rule, active = well fitted curve in the direction sought with a large enough effect; inconclusive = small, poorly fitted or top-dose-only effect, or another doubt; inactive = no such curve, though single readings can be large; an effect the other way counts as inactive or inconclusive. Potency is read from the fitted curve at half-maximal effect. Not all compounds are listed; the hit share may differ from the screen's.

SMILES | RECQ1 helicase | L3MBTL1 block | ALDH1A1 inh | JMJD2E inh | Tau fibril ThT | Luc counter | SMN2 splice up | Lamin A splicing
CCCSc1nsc(N)n1 | -4% | nt | 20µM* | -9% | -14% | -8% | -1% | ?
O=C(Nc1ccc(F)cc1)C1CCCO1 (configuration not stated) | i | 7% | 8% | 10% | -6% | -2% | 0% | ?
Cc1ccc(NC(=O)OCCN2CCN(Cc3ccccc3)CCC2=O)cc1 | -9%[81.1 µM] | 5% | -12%&4% | -2% | -6%[81.4 µM] | 2%[39.9 µM] | -28% | ?
COc1cc(NC2c3ccccc3C(=O)N2Cc2ccccc2Cl)cc(OC)c1OC (configuration not stated) | -3% | 0% | nt | 0% | -2% | nt | nt | nt
CCNC(=S)N/N=C(\C)c1ccc2ccccc2c1OC(F)F | -12% | ? | 13% | 2% | -17% | -1% | 4% | nt
CC(C)(C)c1ccc(S(=O)(=O)Nc2cccnc2)cc1 | -4% | 7% | ? | 6% | 1% | 8% | -31%[inhibitor] | ?
C=CCOC(=O)C(=O)/C=C/c1c(C)n(C)n(-c2ccccc2)c1=O | -1% | 10% | ? | -13% | 0% | nt | nt | nt
COc1ccccc1N1CCN(/N=C/C=C/c2ccccc2[N+](=O)[O-])CC1 | -12% | ? | nt | -5% | 14µM* | nt | nt | nt
CC(=O)Nc1ccc(NC(=O)C(C)OC(=O)CNS(=O)(=O)c2cccc(Cl)c2)cc1 (configuration not stated) | i | 2% | 8% | -3% | -3% | 8% | -5% | -13%[46 µM]
CN1CCN(CCP(=O)(c2ccccc2)c2ccccc2)CC1 | -4% | -3% | 9% | 7% | 3% | 3% | -9% | -9%
COc1cccc(N=C2SC(C(=O)Nc3ccc(F)cc3)CC(=O)N2C)c1 (configuration not stated) | i | nt | -10% | 2% | -5% | -1% | 28% | -4%
O=C(COC(=O)CSc1cc(Cl)ccc1Cl)NCc1ccc2c(c1)OCO2 | -15% | 7% | 3% | -3% | -5% | 0% | 14% | 7%
CC(=O)c1cc(-c2ccccc2)n(CC(=O)NC2CCCC2)c1C | -16% | 11% | 2% | 7% | 2% | -2% | -10% | -1%
COC(=O)[C@H]1C[C@@H]2CC[C@@H](O)C[C@@H]2N1Cc1c(F)cccc1Cl | 0% | nt | -1% | -3% | -16% | -2% | 4% | nt
O=C(NNc1ccc([N+](=O)[O-])cc1)C1CC2CCCC(C1)C2=O (configuration not stated) | i | 4% | -8% | -15% | -2% | -4% | -18% | 9%[0.0737 µM]
COCCOC(=O)c1c(C)oc2ccc(OC(=O)c3cccs3)cc12 | -12% | 26% | -8% | 0% | -11% | -2% | -10% | 2%
COC(=O)Nc1ccc(S(=O)(=O)N(CCO)CC(F)(F)C(F)F)cc1 | i | ? | 14% | 4% | 0% | 0% | -4% | -2%
COc1cccc(/C=N/NC(=O)c2cc3c(OC)c(OC)ccc3[nH]2)c1OC | 1% | -13% | ? | -1% | 7.9µM* | 0% | ? | ?
C=C(C)C(=O)N1CC2(CC(c3cccc(NC(=O)c4ccccc4)c3)=NO2)C[C@@H]1C(N)=O (some centres not stated) | -14% | 12% | 5% | -2% | -4% | -4% | -5% | 3%
CC(=O)c1nn(-c2cccc(Br)c2)cc1C(=O)c1ccccc1 | i | 0% | 8% | 4% | -7% | 2% | -38%[inhibitor] | 19%
CC(=C/c1ccccc1)/C=N/N1CCN(Cc2ccc(C)cc2)CC1 | i | -2% | nt | 6% | ? | nt | nt | nt
COc1ccccc1N1CCN(S(=O)(=O)c2cc(C(F)(F)F)cc(C(F)(F)F)c2)CC1 | i | 6% | 3% | -6% | -7% | nt | nt | nt
CCOc1ccc(Oc2c(C)oc3cc(O)ccc3c2=O)cc1 | i | 5% | ? | -1% | -17% | 0% | nt | nt
CC(C)(SC(=S)N1CCOCC1)C(=O)O | -4% | 6% | ? | 2% | -10% | -3% | -7% | 8%
COC(=O)C1=C(C)N(C)C(=O)/C1=C\c1cccs1 | 2% | -10% | ? | 4% | ? | 1% | 5% | -15%
Cc1cc(O)c(NC(=O)c2ccc(Br)o2)cc1C | -16% | -9% | 2% | 1% | -8% | -7% | 14µM* | -15%
C=CCN1C(=O)CS/C1=N/c1nccs1 | -2% | -6% | -11% | 1% | 4% | 0% | 2% | 0%
CSc1ccc(/C=N/n2c(C)cc(C)cc2=O)cc1 | i | -5% | -10% | -25% | -7% | -9% | ? | 0%
CCOc1ccc(-n2c(-c3ccc(Br)cc3)c[n+]3c2CCCCC3)cc1 | -1% | nt | 3% | 3% | -17% | 2% | -93%[inhibitor] | 10%[9.22 µM]
CSc1nsc2nc(=O)c(/C=C3\C(C)=Nc4ccccc43)c(N)n12 | i | nt | ? | -7% | ? | 1% | 7% | nt
COC(=O)CSc1cc(C)nc2ccc(OC)cc12 | -1% | 3% | ? | -1% | -11% | -4% | 10% | -1%
Cc1nc(C)c(C(=O)OCC(=O)N2CCN(c3ccccc3)CC2)s1 | -16% | -2% | 6% | -1% | -11% | -1% | -9% | 8%
Cc1cc(C)c2cc(CN(Cc3ccco3)C(=O)NCc3ccccc3)c(=O)[nH]c2c1 | -9% | -9% | ? | ? | ? | nt | nt | 0%
CCC(C)NC(=O)Cn1c(COc2ccc(Cl)cc2Cl)nc2ccccc21 (configuration not stated) | -11% | 9% | 14% | -6% | -2% | -2% | 22µM* | -6%
CCC1=NN2C(=N)/C(=C/c3cc(C)n(Cc4ccccc4)c3C)C(=O)N=C2S1 | -20% | -18% | -4% | ? | ? | nt | nt | nt
Cn1c(SCC(=O)Nc2cccc(S(=O)(=O)N3CCOCC3)c2)nnc1-c1ccncc1 | -4% | -1% | ? | -8% | -1% | 3% | 1% | -9%[46 µM]
COc1cc(OC)c(NS(=O)(=O)c2cc(C(=O)OC(C)C(=O)NC3CC3)c(Cl)cc2Cl)cc1Cl (configuration not stated) | 3% | 6% | 1% | 8% | -3% | -3% | ? | -3%
Cc1cc(NC2CCCCC2)nc(N2CCOCC2)n1 | i | 1% | -3% | -4% | -4% | 0% | -3% | 2%
COC(=O)c1cccc(NC(=O)c2ccc3c(c2)C(=O)N(CC2CCCO2)C3=O)c1 (configuration not stated) | i | nt | 1.4µM* | 28% | -11% | -6% | 13% | -3%
Cc1nc(C(=O)NNC(=O)c2ccc(C(F)(F)F)cc2)cs1 | -3% | 14% | nt | -8% | 4% | nt | nt | nt
Cc1ccc([N+](=O)[O-])cc1S(=O)(=O)Nc1ccc(C(=O)N(C)C)cc1 | 25% | 2% | 2% | -2% | -12% | 1% | -14% | 4%[46 µM]
CCC(C(=O)Nc1ccccc1-c1ccccc1)c1ccccc1 (configuration not stated) | -11% | 16% | -2% | -3% | ? | -6% | -5% | 8%
CN=C(N)NCCC[C@H](N)C(=O)O | -16% | 0% | -1% | 6% | -8% | 1% | nt | nt
COCCn1c(-c2ccccc2)cnc1SCC(=O)Nc1cccc2ccccc12 | -2% | -27% | ? | -3% | 5% | 4% | -29% | -22%
CC(=O)N1CCC2(CC1)CN(C(c1ccccc1)c1ccccc1)C2 | i | nt | 0% | nt | nt | -1% | 0% | nt
Cc1cc(CN2CCCCC2)oc1C(=O)O | 0% | nt | 3% | 1% | -5% | -2% | 1% | 7%
Cc1cccc(NC(=O)c2csnn2)n1 | -4% | 24% | -11% | -26% | ? | -2% | 8% | -19%[9.22 µM]
Cc1cccc(CC(=O)Nc2c3c(nn2-c2cccc(Cl)c2)CS(=O)C3)c1 (configuration not stated) | i | 1% | -9% | 6% | 0% | 1% | -15% | 8%
Cc1noc(C)c1COC(=O)c1ccc2ccccc2n1 | i | 6% | -1% | -5% | 0% | 0% | -4% | 3%
COc1cc(C2C(C(=O)N3CCOCC3)=C(C)NC3=C2C(=O)CCC3)ccc1OC(C)=O (configuration not stated) | i | 11%[11.4 µM] | ? | ? | -1% | 0% | ? | -6%

(more compounds)
SMILES | RECQ1 helicase | L3MBTL1 block | ALDH1A1 inh | JMJD2E inh | Tau fibril ThT | Luc counter | SMN2 splice up | Lamin A splicing
Cn1c(=NC(=O)CN2C(=O)C3CC=CCC3C2=O)sc2ccccc21 (configuration not stated) | -5% | 1% | ? | -25% | -16% | -2% | -13% | 6%
COc1c(OC(C)=O)ccc(/C=C/c2ccc3cccc(OC)c3n2)c1[N+](=O)[O-] | -4% | -18% | ? | -8% | 8.9µM* | 6% | 23% | ?
Cc1ccc2nc(NC(=O)CSc3ncnc4c3oc3ccccc34)sc2c1 | i | -1% | 7% | 0% | 10% | 0% | 8% | -3%
O=C1OCCN1CC(=O)N1CCc2c([nH]c3ccccc23)C1c1ccccn1 (configuration not stated) | i | -6% | -8% | -1% | -3% | -4% | nt | 10%[46 µM]
CCOc1ccc(C(C)=O)cc1CN1C(=O)C(=O)N(CC)C1=O | i | -1% | -5% | 7% | -1% | 0% | -3% | -8%[46 µM]
COc1ccc(CN2CCN(C(=O)c3cccs3)CC2)cc1 | i | 3% | 6% | -4% | -14% | nt | nt | ?
Cc1cc(C)c(C(N)=O)c(SCC(=O)c2cc(C)c(C)cc2C)n1 | -14% | 13% | -3% | 10% | -14% | 1% | -5% | ?
COC(=O)C(C)Sc1nnc(Cc2cc(=O)[nH]c(=O)[nH]2)n1-c1cc(C)ccc1C (configuration not stated) | -5% | 5% | 7% | 4% | 9% | -5% | 9% | 1%
COc1ccc(C(=O)Nc2nc3ccccc3[nH]2)cc1OC | -1% | -5% | -2% | 1% | 0% | -2% | 11µM* | -12%
O=C(CSc1nc(-c2ccccc2)cs1)NCCN1C(=O)CSC1=O | -12% | -8% | -1% | 1% | -1% | -3% | 14% | -9%[46 µM]
Cc1cc2nc(C)n(CCCNC(=O)Nc3ccccc3)c2cc1C | 13% | nt | 3% | -2% | -10% | -2% | -24% | -19%
O=C(Nc1ccc2c(c1)OCCO2)c1cccnc1Oc1ccc(Cl)cc1 | i | -7% | nt | -5% | -2% | nt | nt | nt
